Htt clearance – clearance of mutant huntingtin inclusions, primary screen, imaging, HeLa Exon1htt(103Q)mCFP, confocal imaging | aggregate imaging; zero = plate's median compound well | inhibition, % at 1.5 µM | 47,000 compounds, 0.42% hits | AID 853, 2007;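 active means inhibition of aggregate fluorescence above about 70%, also judged a hit by eye on the cell image, limit read from the data, passing the limit was not always enough; inconclusive means no rule stated for this call; inactive means not judged a hit on image review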;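 further: cells exposed to compound for three days before fixation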
Htt clearance grain fraction – further read-out of Htt clearance, marked with its call; fraction fluorescence in grains; measured here: aggregate grain fluorescence fraction; active compounds read low;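 scaled fraction of total cell fluorescence in grains with unit not stated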
The depositor's hits bear a star; i = inactive; ? = inconclusive; · = not tested or not shown. This is a subset (hit frequency here may not be typical).

SMILES	Htt clearance	Htt clearance grain fraction
CCSc1nnc(NC(=O)C2CCCN(S(=O)(=O)c3cnc[nH]3)C2)s1 (stereo not given)	-6	33
COc1c(C)cccc1C(=O)Nc1cc(-c2nn3c(C)nnc3s2)ccc1C	-46	47
COc1ccccc1NC(=S)NCCc1ccccc1	55	16
COc1ccc(N2CCN(CC(=O)Nc3ccc(-n4cnnn4)cc3)CC2)cc1	-12	21
CCOc1ccc(NC(=O)N(C2CCCCC2)C(C)c2ccncc2)cc1 (stereo not given)	?	·
Cn1c(=O)[nH]c(=O)c2c1nc(Sc1ccccc1)n2CCc1ccccc1	-28	62
Cc1ccc(OCC(=O)N2CCN(C(=O)CCC3CCCC3)CC2)cc1	3	16
O=C(O)Cn1cnc2scc(-c3cccs3)c2c1=O	-37	42
O=C(Nc1ccccc1C(=O)O)c1cccc(F)c1	2	18
CCCCc1nc(N2CCOCC2)c(C#N)c2c1COC(C)(C)C2	0	19

Arranged by formula weight (low to high): four of the compounds above.
SMILES	Htt clearance	Htt clearance grain fraction
COc1ccccc1NC(=S)NCCc1ccccc1	55	16
Cc1ccc(OCC(=O)N2CCN(C(=O)CCC3CCCC3)CC2)cc1	3	16
CCOc1ccc(NC(=O)N(C2CCCCC2)C(C)c2ccncc2)cc1 (stereo not given)	?	·
COc1ccc(N2CCN(CC(=O)Nc3ccc(-n4cnnn4)cc3)CC2)cc1	-12	21

(listing goes on)
SMILES	Htt clearance	Htt clearance grain fraction
O=C1CCC(=O)N1OCCCOc1ccc2c(c1)CCC2	-15	21
Cc1ccc(S(=O)(=O)c2cnc(-c3ccccc3)nc2Oc2ccccc2)cc1	32	27
C1=C(c2ccccc2)CCN(c2nc3ccccc3n3cnnc23)C1	-7	52
CC(CNCC1CCCO1)COc1ccccc1 (stereo not given)	-4	21
O=C1CN(C(=O)COC(=O)CCC(=O)c2ccc3c(c2)OCCO3)c2ccccc2N1	21	28
Cc1ccccc1Cn1cc(S(=O)(=O)CC(=O)Nc2nccs2)c2ccccc21	64	6.2
Cc1nn(-c2cccc(C(F)(F)F)c2)c(Cl)c1/C=N/n1cnnc1	-33	45
COc1ccccc1N1CCN(C(=O)N2CCOCC2)CC1	30	14
Cc1cc(C(F)F)n2nc(C(=O)Nc3ccccc3Br)nc2n1	-14	19
CCN1CCN(C(=O)C2CCN(Cc3nc(-c4cccc(Cl)c4)oc3C)CC2)CC1	-4	50
CC/C(=N/Nc1ccccc1)c1cnnc(-c2ccccc2)n1	-28	25
CCn1c(SCC(=O)Nc2ccc(S(N)(=O)=O)cc2)nnc1-c1cccc(OC)c1	-8	47
Cc1c(OCc2nn[nH]n2)ccc2c3c(c(=O)oc12)CCC(C)C3 (stereo not given)	-1	34
CCN1CCN(C(=O)C2(NC(=O)Nc3ccccc3Cl)CCCCC2)CC1	7	17
N#CCSCC(=O)Nc1ccccc1	-7	21
CCOC(=O)c1ccc(-n2ncc(C(=O)OCC)c2N)cc1	-19	21
CCCn1c(SCC(=O)Nc2cccc(C(=O)OCC)c2)nnc1-c1ccoc1C	-6	39
CCn1c(CNC(=O)Cc2ccc(OC)cc2)nnc1SCC(=O)Nc1nccs1	-31	23
Cc1[nH]c2ccccc2c1C(=O)COC(=O)C1CC(=O)N(Cc2ccco2)C1 (stereo not given)	-14	40
COc1cc(-c2nnc(SCC(=O)N(Cc3ccccc3)C(C)(C)C)o2)cc(OC)c1OC	32	14
Clc1cccc(OCCN2CCOCC2)c1	66	13
CCN(CC)c1ccc(NC(=O)c2cccnc2)cc1	2	23
Cc1nc(C)c(C(=O)C2=C(O)C(=O)N(CCN(C)C)C2c2ccccc2)s1 (stereo not given)	47	20
COc1cc(N(C)C)c(NC(C)=O)cc1C(=O)O	31	14
CCOc1ccc(NC(=O)c2nnn(CC(=O)Nc3ccccc3OCC)c2N)cc1	21	29
N#Cc1nc(COc2ccc(F)cc2)oc1N1CCC(Cc2ccccc2)CC1	-55	28
COc1ccc(S(=O)(=O)N[C@H](C(=O)O)C(C)C)cc1	14	29
CCOC(=O)NC1(NC(C)C)Oc2ccccc2O1	-42	32
CC(C)(C)OC(=O)NCCc1nnc(SCc2ccccc2Cl)o1	39	12
FC(F)(F)c1cc(C(F)(F)F)c2ccc(Oc3ccccc3)nc2n1	-33	28
CC(=O)C1=C(C)NC(C)=C(C(C)=O)C1c1ccc(-c2ccccc2Cl)o1	17	34
COc1cccc(C(=O)NCCC2=CCCCC2)c1OC	-20	21
O=C1N(c2ccccc2)C2CS(=O)(=O)CC2N1c1ccc(Cl)c(Cl)c1 (stereo not given)	44	12
CCC(Sc1ncccc1C(=O)OCCN1CCCC1=O)C(=O)NCc1ccco1 (stereo not given)	10	38
Cn1cc(CNC(=O)Nc2ccc3c(c2)OCO3)cn1	34	12
c1ccc(NCCCNc2ccccc2)cc1	-50	29
CC(NS(=O)(=O)c1ccc(Br)cc1)C(N)=O (stereo not given)	-14	20
Cc1ccc(S(=O)(=O)N2CCN(C3CC(=O)N(Cc4ccccc4)C3=O)CC2)cc1C (stereo not given)	-39	28
COc1ccc2oc(=N)c(C(=O)Nc3ccccc3)cc2c1	-24	49
CC1(C)S/C(=N/N=C/c2cccs2)NC1=O	-17	39
CCOC(=O)c1cc2sccc2n1CC(=O)N1CCCc2ccccc21	4	20
CC(=O)Nc1ccc(NC(=O)c2ccccc2C)cc1	15	27
Cc1ccc(N2C(=O)/C(=C\c3ccco3)SC2=S)cc1	-5	23
Cc1cccc(-c2cc3nc(C)cc(N4CC(C)CC(C)C4)n3n2)c1 (stereo not given)	-16	22
CC1(C)CC(CCC(=O)Nc2ccccc2Cl)C(=O)O1 (stereo not given)	10	17
COc1cc(O)c(NC(C)=O)c2nonc12	52	22
COc1ccc2c(c1[N+](=O)[O-])CCC/C2=N/OC(=O)c1cccc2ccccc12	8	37
CN(CC(=O)O/N=C(\N)c1ccccn1)S(=O)(=O)c1ccccc1	-12	34
CCOC(=O)C1=C(C)Nc2nc(SCC)nn2C1c1ccc(OC)cc1 (stereo not given)	-3	19
COc1ccc(CN(CCCN2CCOCC2)S(=O)(=O)N(C)C)cc1OC	-27	56

Random excerpt: 2 entries already listed
SMILES	Htt clearance	Htt clearance grain fraction
Cc1ccc(N2C(=O)/C(=C\c3ccco3)SC2=S)cc1	-5	23
COc1ccc(CN(CCCN2CCOCC2)S(=O)(=O)N(C)C)cc1OC	-27	56

New compounds follow
SMILES	Htt clearance	Htt clearance grain fraction
CCn1c(SCC(=O)N2c3ccccc3Sc3ccccc32)nnc1-c1ccco1	19	14
CCOC(=O)C1=C(C)Nc2ncnn2C1c1cccs1 (stereo not given)	31	27
O=C(Nc1nnc(Cc2ccccc2)s1)c1cccs1	20	29
O=C(NC1CCCCCCC1)C1c2ccccc2C(=O)N1Cc1ccco1 (stereo not given)	59	16
CCOC(=O)C(C(=O)OCC)C(C#N)c1ccccc1 (stereo not given)	27	13
Cn1c(=O)[nH]c(=O)c2c1nc(N1CCCCCC1)n2CC(N)=O	-8	22
C=CCn1c(SCC(=O)N2CCN(c3ccc(F)cc3)CC2)nnc1-c1cccs1	33	33
CCOC(=O)c1sc(NC(=O)CSc2nc(-c3ccco3)cc(C(F)(F)F)n2)c(C(=O)OC(C)C)c1C	-22	22
CC1CCN(CC(=O)NCc2ccccc2)CC1	-44	25
CSCCC(=O)Nc1ccc(C(C)=O)cc1	44	19
O=C(C1CC1)N1CCC(c2nc(-c3ccc(S(=O)(=O)NCC4CCCO4)cc3)no2)CC1 (stereo not given)	-14	20
COc1ccc(S(=O)(=O)N2CCC(N3CCCCC3)CC2)cc1	-35	49
O=C(CSc1ccc2ccccc2n1)c1ccc2c(c1)OCO2	-5	24
Cc1cc(C)cc(NC(=O)CN(C)S(=O)(=O)c2cnc[nH]2)c1	-83	34
O=S(=O)(NCCOCCNS(=O)(=O)c1ccccc1)c1ccccc1	16	17
C=C(C)c1cccc(C(C)(C)NC(=O)N2CCN(C)CC2)c1	-16	21
O=C(NCc1ccco1)c1ccc(Br)c(S(=O)(=O)N2CCCCC2)c1	-4	37
Cc1cc(C)n2cc(CSc3nnc(N)s3)nc2n1	-22	43
Cc1ccccc1NC(=O)C(C#N)Cc1cccnc1 (stereo not given)	-40	59
O=C(Nc1ccc(Cl)cc1C(=O)Nc1ccc(Br)cn1)c1ccco1	0	18

Some values from the list.
Value of COc1ccc(S(=O)(=O)N2CCC(N3CCCCC3)CC2)cc1 in Htt clearance: -35
Value of O=S(=O)(NCCOCCNS(=O)(=O)c1ccccc1)c1ccccc1 in Htt clearance grain fraction: 17
Value of O=C(C1CC1)N1CCC(c2nc(-c3ccc(S(=O)(=O)NCC4CCCO4)cc3)no2)CC1 (stereo not given) in Htt clearance grain fraction: 20
Value of O=C(CSc1ccc2ccccc2n1)c1ccc2c(c1)OCO2 in Htt clearance: -5
Value of O=C(Nc1ccc(Cl)cc1C(=O)Nc1ccc(Br)cn1)c1ccco1 in Htt clearance: 0
Value of Cc1cc(C)n2cc(CSc3nnc(N)s3)nc2n1 in Htt clearance grain fraction: 43

Going on with the list.
SMILES	Htt clearance	Htt clearance grain fraction
Cc1nc2ccc(S(=O)(=O)c3ccc4nc(C)[nH]c4c3)cc2[nH]1	32	21
COc1cccc(-c2nc(OC(C)C)c3ccccc3n2)c1	-13	44
COc1nc(N=C(N)N)nc2c(C)cccc12	20	30
O=S(=O)(c1cccs1)N1CN(Cc2cccs2)c2nc3ccccc3nc21	21	16
Cn1nc(-c2ccccc2)c(C#N)c1Sc1cccc(Cl)c1	40	19
O=C(CC(c1ccccc1)c1cc(Cl)ccc1O)N1CCOCC1 (stereo not given)	-11	21
COc1ccc(N2CCN(C(=O)CCn3nnc4ccccc43)CC2)cc1	16	33
COc1ccccc1C(=O)Nc1ccon1	7	22
CC1(C)CC2CC(C)(CN2C(=O)CN2C(=O)c3ccccc3C2=O)C1 (stereo not given)	-3	20
CCC1SC2=NC(C)=C(C(=O)OCCOC)C(c3ccc(C(=O)OC)cc3)N2C1=O (stereo not given)	-15	40
CCN1CCN(C(=O)C2CCC(CNS(=O)(=O)c3ccccc3)CC2)CC1 (stereo not given)	10	19
COc1ccc(C2CC(C(F)(F)F)n3nc(C(=O)NCc4cn(C)nc4C)c(Cl)c3N2)cc1 (stereo not given)	17	17
CCOC(=O)C1CCCN(C(=O)CSCc2ccccc2)C1 (stereo not given)	2	43
Cc1ccc(C(=O)Nc2nnc(C3CCCCC3)s2)o1	-52	24
CC(=O)c1ccc(OCC(C)C)c(CN2CCCCC2)c1	-42	56
CCn1c(-c2c[nH]c3ccccc23)n[nH]c1=S	i	174
COCCNC(=O)C(OC(=O)CC1Sc2ccccc2NC1=O)c1ccncc1 (stereo not given)	-32	50
CCCc1cc(=O)oc2cc(OCC(=O)OC)cc(OCC(=O)OC)c12	-3	39
C/C=C/c1ccc(OCCCCN2C(=O)NC(C)(C)C2=O)c(OC)c1	-22	25
Cc1ccc(CN2CCN(C(=O)C3CCC3)CC2)cc1	41	11

3 of the entries above in order of the Htt clearance value, high to low:
SMILES,Htt clearance,Htt clearance grain fraction
COc1ccc(C2CC(C(F)(F)F)n3nc(C(=O)NCc4cn(C)nc4C)c(Cl)c3N2)cc1 (stereo not given),17,17
CCOC(=O)C1CCCN(C(=O)CSCc2ccccc2)C1 (stereo not given),2,43
Cc1ccc(C(=O)Nc2nnc(C3CCCCC3)s2)o1,-52,24

Following part
SMILES	Htt clearance	Htt clearance grain fraction
O=C1CC(SCc2nc3ccccc3[nH]2)C(=O)N1c1ccc(Cl)cc1 (stereo not given)	46	20
O=C(O)CCNc1ccc2c(c1)OCCO2	-32	25
O=C(CSc1nc2ccccc2c(=O)n1Cc1ccco1)N1CCCCCC1	43	21
Cc1cc(Br)ccc1NC(=O)CNC(=O)CN1C(=O)NC2(CCCCCC2)C1=O	36	18
CCOC(=O)N1CCN(c2c(NCc3ccccc3OC)c(=O)c2=O)CC1	59	20
CN(CCNC(=O)C1CC(=O)N(c2ccc(F)c(Cl)c2)C1)Cc1ccccc1 (stereo not given)	-10	23
CCCn1c(N)c(C(=O)COC(=O)c2c(C)noc2C)c(=O)n(C)c1=O	-45	48
CC(C)c1ccc(NC(=O)C(c2ccccc2)N2CCN(C(=O)c3ccco3)CC2)cc1 (stereo not given)	-49	55
c1ccc(C2=NC(c3ccccc3)N=C(c3ccccc3)N2)cc1	57	8.3
N#CC1(C#N)CC(C=O)=C(N)C1(C#N)CC(=O)c1ccc(F)cc1 (stereo not given)	-69	71
O=C(c1ccc(Cl)c(F)c1F)N1CCOCC1	-10	42
CC1CCCCC1NC(=O)C1CCN(S(=O)(=O)N2CCCCCC2)CC1 (stereo not given)	17	31
Cc1cccc(OCc2nnc(SCC(=O)NCCc3ccccc3)o2)c1	10	20
O=[N+]([O-])c1ccc(-c2csc3[n+]2CCS3)cc1	-2	23
CC1CCN(CCCCOc2ccc(C(=O)c3ccccc3)cc2)CC1	57	7.7
CN(C)CC(O)COc1cccc(OCC(O)CN(C)C)c1 (stereo not given)	-9	40
O=C(Cc1ccccc1)N1CCC(c2nc3ccccc3[nH]2)CC1	-26	37
O=C1c2ccccc2C(=O)N1CCCCN(C(=O)c1ccc([N+](=O)[O-])cc1)c1ccc(Cl)cc1	15	26
O=C(Nc1nnc(CC(c2ccccc2)c2ccccc2)s1)c1ccco1	27	22
Cc1noc2ncnc(Sc3c(Cl)cccc3Cl)c12	-6	21
CC1(C)CC(O)C(C)(C)N1O (stereo not given)	30	26
COc1ccc(NC(=O)C2CCC(N3C(=O)C4C5C=CC(C5)C4C3=O)CC2)cc1 (stereo not given)	-54	30
CCOc1ccc2[nH]c(=O)c(CN(Cc3cccs3)Cc3nnnn3C(C)(C)CC)cc2c1	14	16
CCCCSc1nc2c(cnn2-c2ccc(Cl)cc2)c(=O)[nH]1	6	18
Cc1ccc(CN2C(=O)CCC2C(=O)NCCN(CC(C)C)CC(C)C)cc1 (stereo not given)	65	11
COc1ccccc1CNC(=O)C1CC(=O)N(C2CCCC2)C1 (stereo not given)	10	19
